Source: PubChem BioAssay
Rin1 Abl inh = blocks binding of human Rin1 to Abl; P00519+Q13671; TR-FRET Rin1/Abl binding, biochemical; inhibition, % at 7.35 µM; 360,000 compounds, 0.4% hits; AID 588664; in the data active = inhibition above about 5%, passing the limit was not always enough
eLon inh = inhibits E. coli Lon protease. P0A9M0. purified E. coli Lon protease, fluorescence polarization. inhibition, % at 7.94 µM. 360,000 compounds, 0.42% hits. AID 602123; in the data active = inhibition above about 13%, passing the limit was not always enough;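 note: 0% = enzyme with probe and DMSO and 100% = no enzyme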
PABP1 MLLE inh = inhibitors of microRNA-mediated deadenylation, human PABP1 MLLE binding; inhibition, % at 20 µM; 360,000 compounds, 0.36% hits; P11940; GST-MLLE / FITC-PAM2 fluorescence polarization; AID 588489; in the data active = inhibition above about 35%, passing the limit was not always enough;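 note: plate controls were DMSO wells with GST-MLLE for no effect and wells lacking GST-MLLE protein for full effect; some results filed as inactive read as strong as hits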
Target sequence (P11940 whole entry, looked up): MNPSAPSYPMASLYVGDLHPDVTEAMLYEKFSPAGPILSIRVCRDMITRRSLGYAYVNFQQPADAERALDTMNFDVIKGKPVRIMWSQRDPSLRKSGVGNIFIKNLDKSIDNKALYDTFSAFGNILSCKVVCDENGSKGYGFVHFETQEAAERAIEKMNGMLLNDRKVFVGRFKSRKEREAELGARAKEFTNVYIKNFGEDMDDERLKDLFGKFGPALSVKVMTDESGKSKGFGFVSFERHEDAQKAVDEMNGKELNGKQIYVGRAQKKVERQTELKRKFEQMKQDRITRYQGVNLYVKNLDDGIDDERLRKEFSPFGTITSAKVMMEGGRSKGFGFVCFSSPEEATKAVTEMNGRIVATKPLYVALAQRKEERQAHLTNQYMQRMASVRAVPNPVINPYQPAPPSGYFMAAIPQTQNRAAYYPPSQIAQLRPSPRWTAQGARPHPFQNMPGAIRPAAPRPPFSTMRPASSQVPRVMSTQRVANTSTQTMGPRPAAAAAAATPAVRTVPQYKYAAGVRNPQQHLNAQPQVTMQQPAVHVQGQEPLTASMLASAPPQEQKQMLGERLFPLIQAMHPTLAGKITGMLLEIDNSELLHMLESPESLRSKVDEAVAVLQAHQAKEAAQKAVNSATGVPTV
CendR NRP1 mod = NRP-1/CendR interaction modulation; O14786; FAM-RPARPAR peptide binding to NRP-1, fluorescence polarization; inhibition, % at 25 µM; 360,000 compounds, 0.85% hits;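 active = inhibition or corrected inhibition above about 18%, plus a signal ratio from 0.5 to 1.5, limit read from the data, passing the limit was not always enough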; note: strong numbers were not always called active
FAS TE block = FAS thioesterase (human) inhibition; P49327; recombinant FAS-TE, OMFH fluorogenic substrate, fluorescence endpoint; inhibition, % at 15 µM; 360,000 compounds, 0.67% hits;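 active = compounds whose normalised, plate-corrected inhibition of enzyme fluorescence in the single-dose primary screen is 50% or more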;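 note: 0% = DMSO with enzyme and 100% = substrate without enzyme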
MsrA act = activators of bovine methionine sulfoxide reductase A. AID 602163. purified bovine MsrA, absorbance read-out. 360,000 compounds, 0.3% hits. activation, % at 10.6 µM; in the data active = activation above about 7.5%;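 note: 0% = vehicle and 100% = reference activator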
MT1-MMP act inh = MT1-MMP (human) activation inhibition; HT1080 RFP-PRO-GFP cells, GFP/RFP ratio fluorescence, overnight; percent of plate control window, DMSO zero; AID 651647; GFP/RFP ratio change, % at 20 µM; 360,000 compounds, 0.061% hits; P50281;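 active = GFP/RFP ratio change of at least 30% with cell ATP level not reduced by more than half and red fluorescence within 50% of control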; note: strong numbers were not always called active
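Compound: 20 µM single dose, 1% DMSO / System: HT1080 RFP-PRO-GFP cells / Controls: DMSO and RFP-L50D-GFP cell wells / Read-out basis: GFP/RFP fluorescence ratio / Schedule: overnight compound exposure at 37 °C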
Neddylation inh = cullin neddylation inhibition | P61081+Q13564 | 360,000 compounds, 0.58% hits | TR-FRET cullin neddylation, biochemical | calls only at 25 µM | AID 651699; in the data active = inhibition above about 36%
SKN-1 inh = blocks SKN-1 activity in C. elegans. C. elegans VP596 Pgst-4::GFP/RFP ratio, acrylamide-induced, 24 h. inhibition, % at 21.8 µM. 360,000 compounds, 0.49% hits. AID 624304;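 active = interference check ratio from 0.5 to 1.5 plus GFP to RFP signal ratio inhibition reaching or exceeding a fixed threshold, cut at about 30% in these data, passing the limit was not always enough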; note: some compounds called inactive have numbers as strong as hits
An asterisk follows results filed as active; i = inactive; / = not tested or not shown.

[1] c1ccc(Cc2nn3c(Cn4cnc5ccccc54)nnc3s2)cc1
[2] CCN(CCn1cccn1)Cc1c(C(=O)N2CCCCCCC2)nc2ccc(Cl)cn12
[3] O=C(OCCN=C1NS(=O)(=O)c2ccccc21)c1ccccc1F
[4] CCCn1c(N)c(N(CCOC)C(=O)COC(=O)COc2c(C)cc(C)cc2C)c(=O)[nH]c1=O
[5] Cc1cccc(-n2nnc3c(=O)n(Cc4ccccn4)cnc32)c1
[6] COc1ccc(C(=O)OCC(=O)N2CCC(C)CC2)cc1S(=O)(=O)N1CCOCC1
[7] CCOc1ccccc1OCCCC(=O)Nc1cccc(S(=O)(=O)N2CCOCC2)c1
[8] N#Cc1c2n(c(=S)n(-c3ccccn3)c1=O)CCCCC2

compound no.,1,2,3,4,5,6,7,8
eLon inh,-5,-3,-3,-1,-4,-4,9,-2
SKN-1 inh,-8,9,10,12,5,-8,-9,-4
PABP1 MLLE inh,26,9,-2,8,14,-7,-1,10
FAS TE block,-10,-5,-2,-7,-3,-5,-2,-6
Neddylation inh,i,i,i,i,i,i,i,i
MsrA act,-8,-2,-5,-5,-4,-1,-2,-8
MT1-MMP act inh,5,-5,-2,-2,-2,-4,1,-3
Rin1 Abl inh,7,2,1,-1,-1,1,3,0
CendR NRP1 mod,6,1,10,-10,-3,14,7,-22

[9] O=C(COC(=O)C1CCN(S(=O)(=O)c2cc([N+](=O)[O-])ccc2Cl)CC1)Nc1ncc(Cl)cc1Cl
[10] COCC(C)n1c(C)cc(C(=O)CN2C(=O)NC3(CCCCC3C)C2=O)c1C (centres undefined)
[11] CC(C)Cn1c(-c2csc3ccccc23)n[nH]c1=S
[12] Cc1nc2nc(C)c(CCC(=O)NCCC3=CCCCC3)c(C)n2n1
[13] CCc1cc(Br)ccc1NC(=S)NCCc1ccccc1
[14] COc1cc(CNCc2ccco2)cc(OC)c1O
[15] CCCn1c(SCC(=O)Nc2nnc(-c3ccccc3)s2)nnc1-c1ccccn1
[16] CCc1ccccc1OCC(=O)Nc1cccc(S(=O)(=O)NC2=NCCCCC2)c1

compound no.,9,10,11,12,13,14,15,16
eLon inh,11,-2,1,-9,5,6,-3,2
SKN-1 inh,-13,5,1,9,-6,11,-14,-5
PABP1 MLLE inh,-12,-9,-2,18,6,-3,3,-12
FAS TE block,16,-5,-1,-3,19,-3,-6,0
Neddylation inh,i,i,i,i,i,i,i,i
MsrA act,-1,-1,1,-5,-2,-10,-10,-11
MT1-MMP act inh,-5,6,7,-1,-1,5,-3,6
Rin1 Abl inh,5,-1,0,-2,-3,-3,2,-1
CendR NRP1 mod,18,0,1,-10,12,1,27*,-11

[17] CN(C(=O)COC(=O)COc1ccc(Cl)cc1)C1CCCCC1
[18] CCn1c(COc2ccccc2)nnc1SCC(=O)Nc1cc(OC)ccc1OC
[19] COc1ccc(C(NC(C)=O)c2cc(Cl)c3cccnc3c2O)cc1 (centres undefined)
[20] COc1cc(NC(=O)Cn2cnc3sc(C)c(S(=O)(=O)N4CCOCC4)c3c2=O)cc(OC)c1OC
[21] CCC(NC(=O)CNC(=O)c1ccc2c(c1)OCO2)c1ccc(Br)cc1 (centres undefined)
[22] CCOC(=O)N1CCN(C(=O)c2ccc(C#CC3(O)CCCCC3)cc2)CC1
[23] O=C(CN1CCN(C(=S)NC2CCCC2)CC1)Nc1ccc(Oc2ccccc2)cc1
[24] CNc1nccc(-c2ccc(F)cc2)c1C#N

compound no.,17,18,19,20,21,22,23,24
eLon inh,11,-3,3,3,-3,-6,0,-2
SKN-1 inh,5,-10,-8,9,-9,24,3,1
PABP1 MLLE inh,-4,4,5,-9,-9,11,-127,-6
FAS TE block,4,2,9,0,4,0,26,4
Neddylation inh,i,i,i,i,i,i,i,/
MsrA act,2,2,2,-2,-6,-2,-2,-7
MT1-MMP act inh,8,3,3,2,-4,3,-1,3
Rin1 Abl inh,-3,-1,8.2*,6,0,0,0,4
CendR NRP1 mod,-10,-1,2,7,-3,-2,3,9

[25] CC(=O)Nc1ccc(C(=O)NNC(=O)c2cccs2)cc1
[26] Cc1ccc(C(=O)NCC(=O)OCC(=O)Nc2ccccc2[N+](=O)[O-])cc1
[27] COc1ccc(NC(=O)C(CCCCNC(=O)OC(C)(C)C)NC(=O)OCc2ccccc2)cc1 (centres undefined)
[28] CCOC(=O)c1c(C)[nH]c(C(=O)COC(=O)c2cccnc2Cl)c1C
[29] C#CCOCCOCCOCCNc1nc(N2CCN(C(=O)[C@H]([C@@H](C)CC)n3cc(CCCN=C(N)N)nn3)CC2)nc(N2CCN(C(=O)[C@H](Cc3ccc(O)cc3)n3cc(CCO)nn3)CC2)n1
[30] O=C(N/N=C/C=C/c1ccccc1)c1ccc(Br)cc1
[31] Cc1ccc(CNC(=O)C2CCN(S(=O)(=O)c3cccs3)CC2)o1
[32] O=C(CN1C(=O)S/C(=C\c2ccccc2)C1=O)NCCCn1ccnc1

compound no.,25,26,27,28,29,30,31,32
eLon inh,-9,-8,3,-3,-9,-10,-2,2
SKN-1 inh,-15,12,9,17,4,-6,0,-5
PABP1 MLLE inh,-14,-2,-113,5,10,4,16,43*
FAS TE block,-4,7,-6,6,-6,-10,-1,-4
Neddylation inh,i,i,i,i,i,i,i,i
MsrA act,-3,-2,-4,-2,-2,-9,-4,-4
MT1-MMP act inh,-2,5,1,0,4,2,4,3
Rin1 Abl inh,1,1,1,1,3,1,0,-2
CendR NRP1 mod,4,5,-4,8,8,-1,-12,11

From compound 25 up to 28, as listed above:
[25] CC(=O)Nc1ccc(C(=O)NNC(=O)c2cccs2)cc1
[26] Cc1ccc(C(=O)NCC(=O)OCC(=O)Nc2ccccc2[N+](=O)[O-])cc1
[27] COc1ccc(NC(=O)C(CCCCNC(=O)OC(C)(C)C)NC(=O)OCc2ccccc2)cc1 (centres undefined)
[28] CCOC(=O)c1c(C)[nH]c(C(=O)COC(=O)c2cccnc2Cl)c1C

compound no.,25,26,27,28
eLon inh,-9,-8,3,-3
SKN-1 inh,-15,12,9,17
PABP1 MLLE inh,-14,-2,-113,5
FAS TE block,-4,7,-6,6
Neddylation inh,i,i,i,i
MsrA act,-3,-2,-4,-2
MT1-MMP act inh,-2,5,1,0
Rin1 Abl inh,1,1,1,1
CendR NRP1 mod,4,5,-4,8

In the list so far, two contain an aryl thioether with sulfur outside any ring.
[15] CCCn1c(SCC(=O)Nc2nnc(-c3ccccc3)s2)nnc1-c1ccccn1
[18] CCn1c(COc2ccccc2)nnc1SCC(=O)Nc1cc(OC)ccc1OC

compound no.,15,18
eLon inh,-3,-3
SKN-1 inh,-14,-10
PABP1 MLLE inh,3,4
FAS TE block,-6,2
Neddylation inh,i,i
MsrA act,-10,2
MT1-MMP act inh,-3,3
Rin1 Abl inh,2,-1
CendR NRP1 mod,27*,-1

Additional compounds.
[33] CCC(=O)N1CCc2cc(S(=O)(=O)CCC(=O)Nc3ccc(OC)c(OC)c3)ccc21
[34] CC1CCc2nc(NC(=O)CN3CCN(c4ccccc4)CC3)sc2C1 (centres undefined)
[35] CC1(C)CCc2cc(S(=O)(=O)N3CCN(S(=O)(=O)c4c(F)cccc4F)CC3)ccc2O1
[36] OCCC1CN(Cc2cccc3nccnc23)CCN1C1CCCC1 (centres undefined)
[37] CCOC(=O)c1cc(CC)sc1NC(=O)C(c1ccccc1)c1ccccc1
[38] Cc1cccc(-n2c(-c3ccccc3)c[nH]c2=S)c1C
[39] COc1ccc(OC)c(S(=O)(=O)N2CCN(Cc3ccccc3)CC2)c1
[40] CC(O)(c1ccc(F)c(F)c1)c1nc(-c2cccc(F)c2)cs1 (centres undefined)

compound no.,33,34,35,36,37,38,39,40
eLon inh,-1,11,-2,4,3,-1,1,-1
SKN-1 inh,-3,16,12,-9,6,11,0,16
PABP1 MLLE inh,3,-4,-6,13,-19,-14,4,-13
FAS TE block,-3,44,-4,-6,18,-2,2,32
Neddylation inh,i,i,i,i,i,i,i,i
MsrA act,-2,0,-4,-4,-9,1,-1,-1
MT1-MMP act inh,0,3,-1,1,-6,-1,-2,-1
Rin1 Abl inh,2,2,-1,0,-2,6,-2,-3
CendR NRP1 mod,-2,-3,6,-1,5,-2,-10,3

[41] Cc1cc2nc(-c3ccc(Cl)cc3)c(Cc3cccc(Cl)c3)n2c(C)c1Br
[42] O=C(N/N=C/c1ccccn1)c1ccc(Cl)c(Cl)c1
[43] Cc1ccc(-n2c(SCc3nc4ccccc4c(=O)[nH]3)nnc2-c2ccccc2O)cc1
[44] OCC(O)C(O)C(O)C(O)c1nc2ccccc2[nH]1 (centres undefined)
[45] CC(=O)NC1(C(F)(F)F)C(=O)Nc2c1c(=O)[nH]c(=O)n2Cc1ccco1 (centres undefined)
[46] COc1cc(NC(=O)c2ccccc2[N+](=O)[O-])c(C(=O)O)cc1OC
[47] Cc1ccc(NC(=O)C(C)OC(=O)/C=C/c2ccccc2)cc1S(=O)(=O)N1CCOCC1 (centres undefined)
[48] Cc1cc(O)c(Oc2cc(C)cc(O)c2O)c(O)c1

compound no.,41,42,43,44,45,46,47,48
eLon inh,-2,-6,-10,-4,-22,-1,-5,-1
SKN-1 inh,3,-4,-6,6,-1,15,0,-7
PABP1 MLLE inh,/,-12,-58,-1,4,-6,-15,23
FAS TE block,14,5,3,-4,-8,1,17,-8
Neddylation inh,i,i,i,i,i,i,i,i
MsrA act,0,-5,0,-3,-6,0,-2,-4
MT1-MMP act inh,3,5,-1,-2,3,-5,1,2
Rin1 Abl inh,/,4,2,0,1,0,1,5
CendR NRP1 mod,21,-6,6,-2,-8,17,-4,-6

[49] O=C(NCCCO)C(=O)NCC1OCCCN1S(=O)(=O)c1cccs1 (centres undefined)
[50] O=C(c1ccccc1)N1CCN(C(=O)c2ccc([N+](=O)[O-])cc2)CC1
[51] CC(NC(=O)c1ccc2c(c1)OCO2)C1CCCO1 (centres undefined)
[52] COC(=O)C(C)Sc1nc2c(c(=O)[nH]c(=O)n2C)n1CCC(C)C (centres undefined)
[53] Cc1c(C(=O)OCCN2CCCCC2)oc2ccccc12
[54] O=c1[nH]c(C2CCCN(S(=O)(=O)c3ccc(F)cc3)C2)nc2c1nnn2Cc1ccccc1 (centres undefined)
[55] COc1ccc(C(O)c2ncc(-c3ccccc3Cl)[nH]2)cc1F (centres undefined)
[56] Cc1c(NC(=O)CCC2CCCCC2)cc(C(=O)N2CCOCC2)cc1[N+](=O)[O-]
[57] Cc1noc(C)c1C(=O)NCc1ccccc1Br

compound no.,49,50,51,52,53,54,55,56,57
eLon inh,-9,-3,4,-6,10,0,-18,1,-5
SKN-1 inh,-4,-2,-21,18,7,7,-3,-7,3
PABP1 MLLE inh,-1,-1,9,-11,4,6,-9,-9,-4
FAS TE block,-7,-12,-4,-1,2,11,-2,10,-4
Neddylation inh,i,i,i,i,i,i,i,i,i
MsrA act,-2,-3,-4,2,-1,-3,-8,-12,-2
MT1-MMP act inh,-8,-2,2,3,5,-1,8,/,4
Rin1 Abl inh,1,-3,0,1,-5,-4,-3,3,4
CendR NRP1 mod,0,2,-20,-1,-18,4,-3,2,-2
